DT40 TDP1 CPT = DT40-hTDP1 cell growth loss with CPT; Potency, µM (highest dose often 46.2 µM), inactives show top-dose activity change, negative = growth inhibition, usual class: inhibitors; 12% of 420,000 active; chicken DT40 Tdp1-/-;hTDP1 cells + 20 nM CPT, ATP luminescence, 48 h; AID 686979; further: nearly all actives have a fitted effect of over 55% in size
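Chicken DT40 Tdp1-/- cells complemented with human TDP1, 400 cells/well, exposed to compounds plus 20 nM camptothecin for at least 48 h at 37 C; viability read as ATP content by CellTiter-Glo luminescence.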
KAT2A inh = GCN5L2 (KAT2A) acetyltransferase inhibition; AID 504327; 0.21% of 390,000 active; GCN5L2 HAT assay, ThioGlo1 CoA-SH fluorescence; Q92830; Potency, µM (series often up to 58.9 µM), without a hit: at the top dose activity change, negative = inhibition, actives largely listed as inhibitors
Target sequence (Q92830 whole entry, looked up): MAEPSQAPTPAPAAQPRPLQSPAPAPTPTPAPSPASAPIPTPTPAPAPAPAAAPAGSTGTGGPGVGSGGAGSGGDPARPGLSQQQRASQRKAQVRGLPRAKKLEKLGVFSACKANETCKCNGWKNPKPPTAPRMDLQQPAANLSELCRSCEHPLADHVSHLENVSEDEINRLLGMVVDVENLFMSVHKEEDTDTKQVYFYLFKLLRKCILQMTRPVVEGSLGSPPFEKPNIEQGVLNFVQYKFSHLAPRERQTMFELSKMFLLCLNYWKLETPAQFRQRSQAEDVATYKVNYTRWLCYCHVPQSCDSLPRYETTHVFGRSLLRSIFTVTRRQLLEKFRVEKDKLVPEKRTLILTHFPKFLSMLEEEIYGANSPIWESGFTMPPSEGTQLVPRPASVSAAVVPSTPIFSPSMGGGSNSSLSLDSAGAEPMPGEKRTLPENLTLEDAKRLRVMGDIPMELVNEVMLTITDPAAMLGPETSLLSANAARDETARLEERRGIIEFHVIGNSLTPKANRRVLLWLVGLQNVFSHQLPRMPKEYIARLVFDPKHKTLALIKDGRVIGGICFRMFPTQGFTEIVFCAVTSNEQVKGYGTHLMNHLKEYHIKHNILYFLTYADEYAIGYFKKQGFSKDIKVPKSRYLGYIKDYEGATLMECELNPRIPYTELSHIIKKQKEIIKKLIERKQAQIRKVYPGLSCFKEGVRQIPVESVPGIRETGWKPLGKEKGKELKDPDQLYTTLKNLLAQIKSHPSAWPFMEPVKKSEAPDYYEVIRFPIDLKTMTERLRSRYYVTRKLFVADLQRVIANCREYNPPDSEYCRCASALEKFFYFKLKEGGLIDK
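GCN5L2 (20nM final) in 50mM HEPES, 0.1mM EDTA pH 7.5, 0.01% Tween-20 was preincubated 15 min at room temperature with compound, then given ThioGlo1 (50uM), H3(1-25) peptide (75uM) and acetyl-CoA (70uM); CoA-thiol fluorescence (Ex340/Em540) was read at 0 and 20 min.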
FEN1 inhibitor = inhibitors of human flap endonuclease 1 | P39748 | Potency, µM (highest dose often 114 µM), without a hit: top-dose activity change, negative = inhibition, usual class: inhibitors | Recombinant FEN1 flap cleavage, fluorescence, 15 min | 0.35% of 390,000 active; further: nearly all actives have a fitted effect of over 65% in size
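Compounds are tested as a concentration series against 10 nM FEN1; after a 15 min room-temperature preincubation, 50 nM substrate starts cleavage, with plate reads at 0 and 15 min. Normalized responses are fitted by a Hill equation.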
An asterisk follows results filed as active; ? = inconclusive; . = not tested or not shown; & = joins results of further samples; [ ] = another dose, or the depositor's remark. The call rests on the fitted dose curve; in most records, active means well fitted curve in the direction sought with a large enough effect; inconclusive means small, poorly fitted or top-dose-only effect, or another doubt; inactive means no such curve, though single readings can be large; an effect the other way counts as inactive or inconclusive. On the % scale 0 is the no-effect control and ±100 the full control effect; potency means the concentration at half of the fitted maximal effect. Some of the compounds tested. The share of hits here may be higher or lower than overall.

1	CCOC(=O)C1=C(CN2CCCCC2)NC(=O)NC1c1ccc(OC)cc1 (stereo not given)
2	Cn1cccc1/C=N/NC(N)=S
3	O=S(=O)(c1ccccc1)N(Cc1ccc(Cl)cc1)c1ccncc1
4	CCOC1OC(=O)C(Cl)=C1Nc1ccc(C)cc1 (stereo not given)
5	O=C(O)c1c(Cl)c(Cl)c(Cl)c(Cl)c1-c1c2cc(I)c(=O)c(I)c-2oc2c(I)c(O)c(I)cc12
6	N#Cc1c(N)n(-c2ccc(O)cc2)c2nc3ccccc3nc12
7	COc1ccc2oc(-c3ccc(C)c(NC(=O)c4sc5ccccc5c4Cl)c3)nc2c1
8	O=C(CCC(=O)N1CCOCC1)NCCc1ccc(Cl)cc1Cl
9	CC(=O)NC(CC(=O)O)c1ccc(F)cc1 (stereo not given)
10	c1ccc(COc2cccc(CN3CCCCC3)c2)cc1

Compound | 1 | 2 | 3 | 4 | 5 | 6 | 7 | 8 | 9 | 10
DT40 TDP1 CPT | -4% | ? | -2% | 0% | ? | ? | -24% | -12% | 3% | -16%
KAT2A inh | -9% | -4% | -1% | -4% | 2µM* | 0% | -2% | -18% | 0% | -22%
FEN1 inhibitor | 3% | 10% | -8% | 0% | . | -4% | -5% | 17% | 5% | -16%

11	COc1ncc2nc(-c3cc(F)cc(F)c3)c(=O)n(C[C@H]3CCCO3)c2n1
12	CCc1nnc(NC(=O)c2c(C)nn(-c3ccccc3)c2Cl)s1
13	Cc1cc(C#N)c(SCC(N)=O)nc1-c1ccc(F)cc1
14	Cc1ccc(S(=O)(=O)NCCC(=O)NC2CC2)cc1
15	COc1ccc(-n2ncc3c(=O)n(CC(=O)N4CCCc5ccccc54)cnc32)cc1
16	CC(CN1CCOCC1)OC(=O)c1ccc(Br)cc1 (stereo not given)
17	Cc1ccc2cc3cc(C(=O)N(CC(=O)NC4CCCC4)c4cccc(C)c4C)sc3nc2c1
18	O=C(CN1C(=O)c2ccccc2C1=O)NC1CCC(O)CC1 (stereo not given)
19	CN1C(=O)c2cccc3c(S(=O)(=O)Nc4cccc(C(=O)O)c4)ccc1c23
20	CN(C)C(=O)N1CCC(C(=O)NCc2ccc3c(c2)OCO3)CC1

Compound | 11 | 12 | 13 | 14 | 15 | 16 | 17 | 18 | 19 | 20
DT40 TDP1 CPT | 19% | -2% | -7% | -3% | ? | 0.92µM* | 23µM* | 6% | -26% | 7%
KAT2A inh | 5% | -22% | -2% | -2% | 1% | -6% | -13% | -2% | -9% | -9%
FEN1 inhibitor | . | 10% | -6% | -13% | -17% | 1% | -13% | -3% | 10% | -7%

21	CN(C1CCCCC1)S(=O)(=O)c1ccc2c(c1)c(=O)c(C(=O)N1CCN(c3ccccc3)CC1)cn2C
22	CCc1nn(CC(=O)NCCCN(Cc2ccccc2)C(C)C)c(=O)c2cc3sccc3n12
23	O=C(COC(=O)c1cc([N+](=O)[O-])ccc1N1CCOCC1)Nc1ccccc1OC(F)F
24	CN(C)S(=O)(=O)c1cccc(NC(=O)COC(=O)c2cccnc2Cl)c1
25	c1cncc(Nc2c3ccccc3nc3ccccc23)c1
26	O=S(=O)(c1ccc(F)cc1)N1CCN(c2ncccn2)CC1
27	CC1(C)OC(=O)C(=CNCC(=O)NCC(=O)O)C(=O)O1
28	C/C=C1\NC(=O)[C@H](C)NC(=O)[C@@H](NC(=O)[C@@H](Cc2ccc(O)cc2)NC(=O)[C@@H](NC(=O)/C(C)=C/C)C(C)C)[C@@H](C)OC(=O)[C@H](CCCCc2ccc(O)cc2)NC(=O)[C@@H](CCC(=O)O)NC1=O
29	CC1(C)S[C@@H]2[C@H](NC(=O)COc3ccccc3)C(=O)N2C1C(=O)OCc1ccccc1 (stereo not given in full)
30	NC(=O)CSc1nnc(-c2cnccn2)n1-c1ccccc1

Compound | 21 | 22 | 23 | 24 | 25 | 26 | 27 | 28 | 29 | 30
DT40 TDP1 CPT | -11% | ? | -26% | -16% | ? | -17% | -14% | 8% | -4%&-24% | 6%
KAT2A inh | 0% | -4% | 4% | -7% | -1% | 2% | -3% | 3% | . | -1%
FEN1 inhibitor | -5% | -4% | 10% | -22% | ? | -12% | 4% | -11% | -3%&-21% | 0%

Sorted by molar mass (highest first): some entries from above
28	C/C=C1\NC(=O)[C@H](C)NC(=O)[C@@H](NC(=O)[C@@H](Cc2ccc(O)cc2)NC(=O)[C@@H](NC(=O)/C(C)=C/C)C(C)C)[C@@H](C)OC(=O)[C@H](CCCCc2ccc(O)cc2)NC(=O)[C@@H](CCC(=O)O)NC1=O
21	CN(C1CCCCC1)S(=O)(=O)c1ccc2c(c1)c(=O)c(C(=O)N1CCN(c3ccccc3)CC1)cn2C
22	CCc1nn(CC(=O)NCCCN(Cc2ccccc2)C(C)C)c(=O)c2cc3sccc3n12
23	O=C(COC(=O)c1cc([N+](=O)[O-])ccc1N1CCOCC1)Nc1ccccc1OC(F)F
29	CC1(C)S[C@@H]2[C@H](NC(=O)COc3ccccc3)C(=O)N2C1C(=O)OCc1ccccc1 (stereo not given in full)
15	COc1ccc(-n2ncc3c(=O)n(CC(=O)N4CCCc5ccccc54)cnc32)cc1
24	CN(C)S(=O)(=O)c1cccc(NC(=O)COC(=O)c2cccnc2Cl)c1
19	CN1C(=O)c2cccc3c(S(=O)(=O)Nc4cccc(C(=O)O)c4)ccc1c23
20	CN(C)C(=O)N1CCC(C(=O)NCc2ccc3c(c2)OCO3)CC1
30	NC(=O)CSc1nnc(-c2cnccn2)n1-c1ccccc1
18	O=C(CN1C(=O)c2ccccc2C1=O)NC1CCC(O)CC1 (stereo not given)
13	Cc1cc(C#N)c(SCC(N)=O)nc1-c1ccc(F)cc1

Compound | 28 | 21 | 22 | 23 | 29 | 15 | 24 | 19 | 20 | 30 | 18 | 13
DT40 TDP1 CPT | 8% | -11% | ? | -26% | -4%&-24% | ? | -16% | -26% | 7% | 6% | 6% | -7%
KAT2A inh | 3% | 0% | -4% | 4% | . | 1% | -7% | -9% | -9% | -1% | -2% | -2%
FEN1 inhibitor | -11% | -5% | -4% | 10% | -3%&-21% | -17% | -22% | 10% | -7% | 0% | -3% | -6%

27	CC1(C)OC(=O)C(=CNCC(=O)NCC(=O)O)C(=O)O1
14	Cc1ccc(S(=O)(=O)NCCC(=O)NC2CC2)cc1
25	c1cncc(Nc2c3ccccc3nc3ccccc23)c1

Compound | 27 | 14 | 25
DT40 TDP1 CPT | -14% | -3% | ?
KAT2A inh | -3% | -2% | -1%
FEN1 inhibitor | 4% | -13% | ?

The results go on.
31	Cc1cc(C(=O)OCC(=O)NCc2ccc(Cl)cc2)c(C)o1
32	CC1=C(C(=O)N(C)C)C(c2ccc(C)s2)NC(=S)N1 (stereo not given)
33	Cc1ccc(-c2nnc(SCc3cccc(C#N)c3)o2)cc1
34	CC(=O)c1cccc(NC(=O)c2c(F)c(F)c(F)c(F)c2F)c1
35	O=C(c1cccs1)N(C(=O)c1cccs1)c1ccc(Br)cn1
36	Cc1cnc([N+](=O)[O-])n1CCOC(=O)NC(=O)c1ccccc1
37	CCN(CC)S(=O)(=O)c1cccc(NC(=O)c2ccc(Sc3nncn3C)c([N+](=O)[O-])c2)c1
38	Cc1ccc2[nH]cc(C(=O)CN3CCC4(CC3)OCCO4)c2c1
39	Cn1c2ccccc2c2cc([N+](=O)[O-])ccc21
40	O=C1CC(NNc2nc3ccccc3s2)C(=O)N1c1ccc(F)cc1 (stereo not given)

Compound | 31 | 32 | 33 | 34 | 35 | 36 | 37 | 38 | 39 | 40
DT40 TDP1 CPT | 4% | 11% | ? | ? | ? | 18% | 16µM* | -9% | 10% | -2%
KAT2A inh | -4% | -3% | -8% | -1% | 3% | -5% | -5% | 3% | -4% | -1%
FEN1 inhibitor | -10% | -6% | -1% | -4% | 8% | 0% | 12% | 8% | ? | 8%

Reprinted at random: two records from the list.
38	Cc1ccc2[nH]cc(C(=O)CN3CCC4(CC3)OCCO4)c2c1
9	CC(=O)NC(CC(=O)O)c1ccc(F)cc1 (stereo not given)

Compound | 38 | 9
DT40 TDP1 CPT | -9% | 3%
KAT2A inh | 3% | 0%
FEN1 inhibitor | 8% | 5%

Next section
41	O=C(NCc1cc(C(F)(F)F)cc(C(F)(F)F)c1)C1CC(c2cccc(F)c2)=NO1 (stereo not given)
42	O=C(O)C1CCCCN1C(=O)c1ccc(S(=O)(=O)N2CCCCCC2)cc1 (stereo not given)
43	Cn1c2ccccc2c(=O)c2cc(C#Cc3ccsc3)ccc21
44	COc1ccc([N+](=O)[O-])cc1NC1C2CC3CC(C2)CC1C3 (stereo not given)
45	COc1ccccc1OCC(=O)NNc1c2ccccc2nc2ccccc12
46	Cc1ccc(Cn2ccnc2SCC(=O)Nc2nc3ccccc3s2)cc1
47	CS(=O)(=O)c1ccc2nc(NC(=O)C3CC3)sc2c1
48	Cc1c(OC(C)C(=O)NC(Cc2c[nH]c3ccc(O)cc23)C(=O)O)ccc2c1oc(=O)c1ccccc12 (stereo not given)
49	N#Cc1c(-c2ccccc2Cl)cc(C2CC2)nc1N
50	CCOC(=O)c1ccc2cccc(C)n2c1=O

Compound | 41 | 42 | 43 | 44 | 45 | 46 | 47 | 48 | 49 | 50
DT40 TDP1 CPT | ? | -10% | -17% | -3% | ? | -19% | -12% | -4% | -14% | -7%
KAT2A inh | -8% | -9% | -4% | 2% | -6% | -2% | . | -19% | -5% | -5%
FEN1 inhibitor | 15% | 0% | -13% | 11% | -21% | 19% | -6% | ? | -12% | -3%

51	CCCn1ccc2c(OCC(=O)Nc3ccc(F)cc3F)cccc2c1=O
52	COc1ccccc1NC(=S)NCCc1ccc(Cl)cc1
53	O=C(O)CCC(=O)Nc1ccccc1N1CCOCC1
54	CCCCNC(=O)CCCN1C(=O)c2ccccc2Sc2ncccc21
55	COc1ccc(-n2nc3c(c2NC(=O)c2cc(Br)ccc2Cl)CS(=O)C3)cc1 (stereo not given)
56	Cc1ccnc(NC(=O)CCC(=O)N(CC(=O)NCc2ccccc2)Cc2ccco2)c1
57	COc1ccc(N2C(=O)[C@@H]3C(c4cccnc4)=NO[C@@H]3C2=O)cc1
58	CCOC(=O)Cc1csc(NC(=O)COc2ccc(C)cc2)n1
59	CC(C)Cc1nnc(NC(=O)CCC(=O)N2CCN(c3ccccc3)CC2)s1
60	CCCC(=O)OCC(=O)c1[nH]c(C)c(C(C)=O)c1C

Compound | 51 | 52 | 53 | 54 | 55 | 56 | 57 | 58 | 59 | 60
DT40 TDP1 CPT | 16µM* | ? | -8% | -26% | 11% | 38%[activator] | ? | ? | -25% | -6%
KAT2A inh | -4% | -13% | 1% | 0% | 2% | 2% | -8% | 7% | 1% | -23%
FEN1 inhibitor | 12% | -11% | 7% | -5% | -4% | -6% | -5% | -3% | 22% | 2%

61	O=C(COc1ccc(Cl)cc1)NCCN1CCCC1
62	Cc1ccc(C(=O)N/N=C(/CC(=O)c2cccs2)C(F)(F)F)cc1
63	CC(=O)Nc1nc(-c2ccc(Cl)cc2)ns1
64	COc1ccc(/C=C2\SC(=S)N(CCC(=O)Nc3cccc(O)c3)C2=O)cc1
65	Cc1cccc(Cn2cc(/C=C/[N+](=O)[O-])c3ccccc32)c1
66	COC(=O)CCN(C1CCCCC1)S(=O)(=O)c1ccc(S(=O)(=O)NC2CCCCC2)cc1
67	COC(=O)c1ccc(COC(=O)CCS(=O)(=O)c2ccc(C)cc2)cc1
68	CCN=C1NN=C(c2cc(C)n(Cc3ccco3)c2C)CS1
69	CC(=O)N(c1cccc(Br)c1)c1nc(C)cc(C)c1C#N
70	Cc1onc(-c2ccccc2)c1CNC(=O)C1COc2ccccc2O1 (stereo not given)

Compound | 61 | 62 | 63 | 64 | 65 | 66 | 67 | 68 | 69 | 70
DT40 TDP1 CPT | 5% | 7.3µM* | ? | -4% | 23µM* | ? | 17% | 16µM* | 9% | 0%
KAT2A inh | 0% | -8% | 2% | ? | -13% | 3% | -11% | 3% | 2% | 2%
FEN1 inhibitor | -1% | 12% | -4% | 18% | -3% | -3% | 1% | 3% | 4% | -3%

71	CC1=Nn2c(nnc2-c2ccccc2Cl)SC1
72	CCOC(=O)C1=C(CN2CCc3ccccc32)NC(=O)NC1c1cccc([N+](=O)[O-])c1 (stereo not given)
73	Cc1ccc(C(=O)NCC(=O)NCC(=O)OCC(=O)c2ccc(F)cc2)cc1
74	CCOc1ccc(CNC(=O)CCn2c(=O)oc3ccccc32)cc1
75	CC(C)CNC(=O)COC(=O)c1ccccc1SCC(=O)NCC(C)C
76	Cc1ccccc1C(=O)NC(=O)Nc1ccc(-n2nc(C(F)(F)F)cc2C(F)(F)F)cc1
77	Nc1ccc(S(=O)(=O)c2ccc(N)nc2)cc1
78	Cc1nc2c3cnn(-c4ccc(C)c(C)c4)c3ncn2n1

Compound | 71 | 72 | 73 | 74 | 75 | 76 | 77 | 78
DT40 TDP1 CPT | 13% | 14µM* | 23% | 5% | 3% | -24% | -4% | -17%
KAT2A inh | 0% | -6%[0.501 µM] | -6% | -3% | -9% | -6% | . | 13%
FEN1 inhibitor | -3% | -17% | 9% | -6% | 8% | -3% | 7% | -3%

Source: PubChem (National Center for Advancing Translational Sciences (NCATS))
